HP1b chromo inh = HTS for Inhibitors of HP1-beta Chromodomain Interactions with Methylated Histone Tails; AID 540317, 2011; Chromobox protein homolog 1 (Homo sapiens), P83916; AlphaScreen HP1-beta / biotin-H3K9me3 peptide binding; Potency, µM (top dose mostly 114 µM), for inactives: at the highest dose activity change, negative = inhibition, usual class: inhibitors; 390,000 tested, 0.56% active; note: potency is the fitted concentration of half-maximal effect; nearly all actives have a fitted effect of over 70% in size; inactives centre near 23
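AlphaScreen: HP1-beta (50 nM) preformed 30 min with biotin-H3(1-18)K9me3 peptide (50 nM) in PBS pH 7.4, 0.01% Tween-20. Compound added for 30 min at RT, then streptavidin donor/nickel chelate acceptor beads (10 ug/mL) for 30 min.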
BAZ2B inh = qHTS Assay for Inhibitors of BAZ2B | AlphaScreen BAZ2B-H3K14Ac peptide displacement | Potency, µM (top dose mostly 114 µM), for the others: top-dose activity change, negative = inhibition, actives largely listed as inhibitors | 360,000 tested, 4.4% active | AID 504333, 2011; note: potency is the fitted concentration of half-maximal effect; % is set by controls: 0 for no effect and ±100 for the full control effect; nearly all actives have a fitted effect of over 60% in size
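Complex of BAZ2B and biotin-H3K14Ac (50 nM apiece) forms over 30 min at RT, then faces library compounds up to 110 uM for another 30 min; AlphaScreen beads added, 20 min dark incubation, luminescence read.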
PGK inhibitor = qHTS Assay to Find Inhibitors of Phosphoglycerate Kinase. PGK/GAPDH coupled, Kinase-Glo luminescence, 60 min. Potency, µM (top dose mostly 57.5 µM), inactives show at the highest dose activity change, negative = inhibition, hits mostly inhibitors. 380,000 tested, 0.043% active; note: potency is the fitted concentration of half-maximal effect; % is set by controls: 0 for no effect and ±100 for the full control effect; nearly all actives have a fitted effect of over 60% in size
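Luminescent ATP detection (Kinase-Glo Plus) follows a 60-minute room-temperature incubation, with wells lacking PGK as controls. Buffer: 100 mM TEA (pH 7.6), 5 mM MgCl2, 0.01% Tween-20. Coupling enzyme GAPDH (100 nM final) supplies unstable 1,3-BPG in-well.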
Pin1 inh = qHTS Assay to Find Inhibitors of Pin1; Peptidyl-prolyl cis-trans isomerase NIMA-interacting 1 (Homo sapiens), Q13526; Pin1 FP peptide displacement, HiFluor488, 10 min; Potency, µM (highest dose often 115 µM), for the others: at the highest dose activity, negative = inhibition, most hits filed as inhibitors; 390,000 tested, 0.009% active; active = well fitted inhibition curve with a large enough effect in the polarisation, with a control signal flat, not every such curve was filed as active; inconclusive = small, poorly fitted or top-dose-only effect, or effect the other way, or a change in a side signal; inactive = no such curve, though single readings can be large or run the other way; the % refers to the polarisation; note: potency is the fitted concentration of half-maximal effect; % is set by controls: 0 for no effect and ±100 for the full control effect
Target sequence (Q13526 whole entry, looked up): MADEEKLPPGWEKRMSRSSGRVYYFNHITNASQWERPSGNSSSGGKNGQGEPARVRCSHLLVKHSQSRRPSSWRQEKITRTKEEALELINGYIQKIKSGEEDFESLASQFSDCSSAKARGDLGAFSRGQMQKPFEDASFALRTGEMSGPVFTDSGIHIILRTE
GLS inhibitor = qHTS for Inhibitors of Glutaminase (GLS). Glutaminase kidney isoform, mitochondrial (Homo sapiens), O94925. GLS enzymatic activity, qHTS titration. Potency, µM (titrated, usually from 45.5 µM), for inactives: at the highest dose activity change, negative = inhibition, actives largely listed as inhibitors. 410,000 tested, 0.21% active; note: potency is the fitted concentration of half-maximal effect; % is set by controls: 0 for no effect and ±100 for the full control effect
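hKGA; 45 mM KH2PO4 pH 8.2 + 0.02% Tween-20; cpd via pin tool; 1 mM Gln soln; GluOx/HRP/Amplex Red; RT 30 min; fluor. t0 & final.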
JMJD2A Tudor = qHTS Assay for Inhibitors of JMJD2A-Tudor Domain | Lysine-specific demethylase 4A (Homo sapiens), O75164 | AlphaScreen JMJD2A-Tudor / H3K4me3 peptide binding | Potency, µM (top dose mostly 114 µM), for the others: top-dose activity change, negative = inhibition, actives largely listed as inhibitors | 390,000 tested, 4.4% active; note: potency is the fitted concentration of half-maximal effect; % is set by controls: 0 for no effect and ±100 for the full control effect; nearly all actives have a fitted effect of over 50% in size
G9a inh = qHTS Assay for Inhibitors of Histone Lysine Methyltransferase G9a. Histone-lysine N-methyltransferase EHMT2 (Homo sapiens), Q96KQ7. G9a H3K9 monomethylation, AlphaScreen, 2 h. Potency, µM (titrated, usually from 102 µM), without a hit: at the top dose activity, negative = inhibition, actives largely listed as inhibitors. 350,000 tested, 8.8% active. AID 504332, 2011; note: potency is the fitted concentration of half-maximal effect; % is set by controls: 0 for no effect and ±100 for the full control effect; nearly all actives have a fitted effect of over 75% in size
Target sequence (Q96KQ7 913-1193 limits assumed): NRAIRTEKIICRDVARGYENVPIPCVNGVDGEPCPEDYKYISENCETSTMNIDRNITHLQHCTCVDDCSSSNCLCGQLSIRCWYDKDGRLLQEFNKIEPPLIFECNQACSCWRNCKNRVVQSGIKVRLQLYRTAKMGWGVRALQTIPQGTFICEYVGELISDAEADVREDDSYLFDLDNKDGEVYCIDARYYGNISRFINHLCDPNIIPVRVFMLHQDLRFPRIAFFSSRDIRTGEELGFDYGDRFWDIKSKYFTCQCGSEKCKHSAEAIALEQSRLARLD
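Quantitative HTS format: methyltransferase activity on a biotin-tagged H3K9 peptide is measured by AlphaScreen, using a rabbit anti-monomethyl-H3K9 antibody with streptavidin donor and anti-IgG acceptor beads. Final levels are 20 nM enzyme, 500 nM peptide, 20 uM SAM; 2 h RT.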
PI4K2A block = qHTS for small molecular inhibitors of PI4K2A; purified PI4K2A, ADP-Glo luminescence, 1 h; active compounds read low; activity change, negative = inhibition, % at 76.9 µM; 420,000 tested, 0.13% active; AID 1346378, 2018; in the data active = activity change below about -50%; inconclusive = mostly about -30% to -49%;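 note: -100% = wells without enzyme as full effect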
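PI4K2A activity was measured by ADP-Glo luminescence: enzyme (4 ug/mL stock) and phosphatidylinositol (1.2 mM stock) in Tris pH 7.5/MgCl2/EGTA/Triton X-100 buffer were reacted with ATP (300 microM stock) for one hour at ambient temperature.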
ERG-DNA inh = qHTS for Small Molecule Inhibitors of the ERG Ets/DNA interaction. Potency, µM (doses to about 76.9 µM), inactives show at the highest dose FP activity, negative = inhibition, actives largely listed as inhibitors. fluorescence polarization, His-ERG Ets domain / labelled DNA. Transcriptional regulator ERG (Homo sapiens), P11308. 370,000 tested, 0.028% active; active = well fitted inhibition curve with a large enough effect in the polarisation, with a control signal flat; inconclusive = small, poorly fitted or top-dose-only effect, or effect the other way, or a change in a side signal; inactive = no such curve, though single readings can be large or run the other way; the % refers to the polarisation;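 note: polarization taken with two DNA probes labelled with fluorescein and Texas red; potency is the fitted concentration of half-maximal effect; % of control where 0% means no effect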
Target sequence (P11308 whole entry, looked up, the tested form may be a part): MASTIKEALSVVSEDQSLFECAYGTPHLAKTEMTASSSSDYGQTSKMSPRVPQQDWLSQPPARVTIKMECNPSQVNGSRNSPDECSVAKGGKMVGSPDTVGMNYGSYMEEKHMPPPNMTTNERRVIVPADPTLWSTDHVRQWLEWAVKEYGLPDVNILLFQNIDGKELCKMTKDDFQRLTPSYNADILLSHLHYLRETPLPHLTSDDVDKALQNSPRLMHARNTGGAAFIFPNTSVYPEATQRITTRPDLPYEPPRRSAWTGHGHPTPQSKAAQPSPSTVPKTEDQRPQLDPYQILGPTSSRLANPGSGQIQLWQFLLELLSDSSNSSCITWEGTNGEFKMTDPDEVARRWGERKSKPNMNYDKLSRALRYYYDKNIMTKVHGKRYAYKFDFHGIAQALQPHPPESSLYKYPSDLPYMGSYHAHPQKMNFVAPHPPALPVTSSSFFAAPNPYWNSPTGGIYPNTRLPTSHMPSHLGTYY
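His-tagged ERG Ets domain (1 uM in the protein solution; 300mM KCl, 50mM Tris-HCl, 1mM EDTA, 1mM DTT, pH 7.5) received compound, then a probe mix of 5 nM fluorescein-DNA and 100nM Texas-615-DNA. Fluorescence polarization was read for both dyes.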
* marks the source's active call; other numbers are inactive results; i = inactive; ? = inconclusive; · = not tested or not shown; & = joins results of further samples; [ ] = another dose, or the depositor's remark. Unless noted, calls come from the whole dose curve; as a rule, active = well fitted curve in the direction sought with a large enough effect; inconclusive = small, poorly fitted or top-dose-only effect, or another doubt; inactive = no such curve, though single readings can be large; an effect the other way counts as inactive or inconclusive.

SMILES	HP1b chromo inh	BAZ2B inh	PGK inhibitor	Pin1 inh	GLS inhibitor	JMJD2A Tudor	G9a inh	PI4K2A block	ERG-DNA inh
CC(C(=O)Nc1ncc2c(n1)CC(C)(C)CC2=O)N1C(=O)c2ccccc2C1=O (stereo unspecified)	28%	·	-5%	-2%	-1%	2%	16%[59 µM]	1	-2%
COc1ccc([C@@H]2C(C#N)=C(N)S[C@@H](c3ccccc3)[C@@H]2[N+](=O)[O-])cc1	-17%	-36%	-3%	-9%	5%	-9%[57.1 µM]	0%[59 µM]	0	-7%
COC(=O)CCC(=O)OC1(C)C(=O)C2=CN(Cc3ccc4c(c3)OCO4)C(c3ccc(OC)cc3)=CC2=C(Br)C1=O (stereo unspecified)	-17%	·	-7%	2%	0%	?	·	-12	6%
COc1ccc(C(O)P(=O)(OC2CCCCC2)c2ccc(N(C)C)cc2)cc1OC (stereo unspecified)	-3%	·	-2%	-2%	7%	-21%	0%[59 µM]	-1	-5%
CCOc1ccc(/C=N/NC(=O)c2cc(-c3ccccc3)nc3ccccc23)cc1O	36%	-19%	·	2%	1%	-22%	3%	-5	-3%
CCn1c(SC(C)C(=O)N2CCOCC2)nc2sc(C)c(C)c2c1=O (stereo unspecified)	23%	13%	5%	-9%	4%	-12%	7%[59 µM]	2	4%
CSCCC(NC(=O)c1cccc(C)c1)C(=O)NNC(=O)c1cccs1 (stereo unspecified)	31%	·	-9%	-1%	22%	-18%	·	-8	11%
CN(Cc1ccccc1)C(=O)c1cc2c(=O)n(C)c3ccccc3c2s1	15%	·	-8%	4%	9%	-2%	0%[59 µM]	-4	-3%
CN(Cc1ccccc1)C(=O)c1nc2ccccn2c1CNCCn1cccn1	-1%	-33%	7%	5%	0%	-14%	-9%	-2	0%
COC(=O)c1c(C)c2c(C)cc3ccccn3c-2c1C(=O)OC	?	?	0%	?	12%	?	?	-2	-17%
O=C(Nc1ccc(S(=O)(=O)Nc2ncccn2)cc1)c1cccc(Br)c1	41%[activator]	-14%	0%	7%	3%	-4%	14%	0	-3%
Cn1c(=O)c2c(=O)cc(N)[nH]c2n(C)c1=O	19%	-32%	i	1%	-1%	-12%	-10%	1	-5%

Single records, from the list above. Values in the order: HP1b chromo inh, BAZ2B inh, PGK inhibitor, Pin1 inh, GLS inhibitor, JMJD2A Tudor, G9a inh, PI4K2A block, ERG-DNA inh
Record of COc1ccc(C(O)P(=O)(OC2CCCCC2)c2ccc(N(C)C)cc2)cc1OC (stereo unspecified) : -3%, ·, -2%, -2%, 7%, -21%, 0%[59 µM], -1, -5%
Record of CCn1c(SC(C)C(=O)N2CCOCC2)nc2sc(C)c(C)c2c1=O (stereo unspecified) : 23%, 13%, 5%, -9%, 4%, -12%, 7%[59 µM], 2, 4%
Record of CN(Cc1ccccc1)C(=O)c1cc2c(=O)n(C)c3ccccc3c2s1 : 15%, ·, -8%, 4%, 9%, -2%, 0%[59 µM], -4, -3%

The listing picks up, repeating the 3 entries before the break.
SMILES	HP1b chromo inh	BAZ2B inh	PGK inhibitor	Pin1 inh	GLS inhibitor	JMJD2A Tudor	G9a inh	PI4K2A block	ERG-DNA inh
COC(=O)c1c(C)c2c(C)cc3ccccn3c-2c1C(=O)OC	?	?	0%	?	12%	?	?	-2	-17%
O=C(Nc1ccc(S(=O)(=O)Nc2ncccn2)cc1)c1cccc(Br)c1	41%[activator]	-14%	0%	7%	3%	-4%	14%	0	-3%
Cn1c(=O)c2c(=O)cc(N)[nH]c2n(C)c1=O	19%	-32%	i	1%	-1%	-12%	-10%	1	-5%
COc1ccc(CCNC(=O)CSc2cn(Cc3cccc(C)c3)c3ccccc23)cc1OC	11%	-36%	-3%	0%	-3%	-24%	7%	1	-8%
O=C(C1CCCN(Cc2nc(-c3ccc(Cl)cc3)no2)C1)N1CCOCC1 (stereo unspecified)	33%	0%	-7%	-1%	-12%	-1%	4%	7	-18%
COc1ccc(-c2nn3c(-c4ccccn4)nnc3s2)cc1OC	16%	45µM*	-5%	23%	6%	?	16%[59 µM]	-7	1%
CS(=O)(=O)c1ccc(S(=O)CC(=O)Oc2ccc(Cl)cc2)c([N+](=O)[O-])c1 (stereo unspecified)	9%	-2%	i	-3%	0%	-5%	6.3µM*	-6	-11%
O=C(CCCCCNC(=O)N1CCn2c1nc1ccccc12)N[C@H](C(=O)O)c1ccccc1	-4%	-7%	-4%	2%	-1%	-31%	-14%[12.7 µM]	-5	2%
CCc1ccccc1NC(=O)Nc1ccc2c(c1)N(CC)C(=O)c1ccccc1S2	11%	-18%	5%	5%	8%	-13%	4%[59 µM]	-11	-4%
CCOC(=O)c1cccc(NC(=O)CSc2nnc(C3CCCCC3)n2C)c1	28%	-6%	-6%	-10%	5%	-10%	7%[59 µM]	-3	6%
O=C(CC1CCCC1)Nc1cccc(Br)c1	72%[activator]	14%	-3%	-6%	-6%	32%	57%[activator]	11	7%
Cc1ccc(-n2ncc3c(NCCCn4ccnc4)ncnc32)cc1	-4%	?	-3%	-2%	-9%	-26%	0%[59 µM]	-2	2%
C=CCOc1ccc2oc(=O)cc(C)c2c1	40%[activator]	7%	-2%	-7%	0%	-3%	10%[59 µM]	2	·
Cc1c(CNC2CCCCC2)c(C(=O)O)c(C)n1Cc1ccccc1F	12%	-10%	8%	-1%	-2%	-10%	-3%[59 µM]	-3	0%
c1ccc(OCCOCCN2CCN(C(c3ccccc3)c3ccccc3)CC2)cc1	?	50µM*	-7%	4%	7%	0.89µM*	10µM*	2	-12%
CCOC(=O)c1oc2ccc(/C=N/O)c(Cl)c2c1C	22%	?	0%	-1%	-3%	6%	-8%	-5	-8%
Cc1cccn2c(=O)c(C=O)c(N3CCCCC3)nc12	-4%	-13%	9%	-2%	1%	-23%	·	-22	-4%
O=C(N/N=C\c1ccc2c(c1)OCO2)c1ccc(Cn2cc(Br)c([N+](=O)[O-])n2)o1	30%	?	-6%	-3%	5%	-14%	-39%	0	-1%
Cc1cc(C)c(NC(=O)C(=O)NCC(c2cccnc2)N2CCN(Cc3ccccc3)CC2)c(C)c1 (stereo unspecified)	22%	3%	-6%	2%	?	-12%	-5%[59 µM]	0	-6%
Cc1cccc(CCNC(=O)C2CCC(=O)N(Cc3ccc(Cl)cc3)C2)n1 (stereo unspecified)	27%	-3%	4%	-3%	-4%	3%	·	-1	-6%
CN1C=CC=C/C1=C1/N=C(c2ccccc2)OC1=O	44%[activator]	-6%	6%	-5%	5%	-6%	3%	7	-7%
CCCc1nn(C)c(C(=O)Nc2ccc(CC)cc2)c1Cl	79%	11%	2%	-1%	-17%	24%	51%[activator][59 µM]	2	-15%
Cc1ccccc1-n1c(N)cc(=O)[nH]c1=S	2%	-1%	·	-5%	8%	-12%	-15%[59 µM]	-3	·
O=CN1CCN(CC(O)Cn2c3ccccc3c3ccccc32)CC1 (stereo unspecified)	15%	2%	0%	0%	2%	-1%	24%	4	6%
O=C(c1ccc(NC2=NC3CS(=O)(=O)CC3S2)cc1)N1CCc2ccccc2C1 (stereo unspecified)	35%	-6%	1%	4%	2%	-13%	?	3	9%
COc1cc(/C=C/C(=O)OCC(=O)N2CCN(S(=O)(=O)c3ccc(C)cc3C)CC2)ccc1OC(F)F	14%	·	-2%	10%	9%	-16%	·	1	-4%
CCOC(=O)CSc1nn(C)c(=S)s1	-7%	-3%	-4%	-1%	-7%	-35%	-11%[59 µM]	9	6%
Oc1ccc(CCc2n[nH]c(=S)n2-c2ccc(F)cc2)cc1	17%	-15%	-7%	-1%	-3%	25µM*	6.3µM*	4	-7%
CNC(=O)c1ccc(OC2CSC2)cc1	48%[activator]	-19%	-1%	2%	2%	-14%	?	-3	-4%
O=C(COC(=O)c1ccccc1NC(=O)c1ccco1)NCC1CCCCC1	26%	1%	3%	11%	4%	40%[activator]	16%[12.7 µM]	7	1%
CCOc1ccccc1CN1CCc2nc(Nc3ccccc3)ncc2C1	8%	?	7%	2%	19%	?	0%[59 µM]	-18	2%
COc1ccc(CN(C(=O)c2cc(=O)c3ccccc3o2)C2CCS(=O)(=O)C2)cc1OC (stereo unspecified)	27%&70%	-19%&23%	-2%&-8%	-4%&-8%	-8%&0%	-1%&-1%	3%	-18&-1	-9%&1%

Screens: PubChem, National Center for Advancing Translational Sciences (NCATS)
